Screening data deposited in PubChem BioAssay by National Center for Advancing Translational Sciences (NCATS).
IL-2 act: qHTS of IL-2 Activators. IL-2 activation reporter assay, cell-based qHTS; stimulated with anti-CD3/CD4/CD28 beads; in transgenic mouse T cells. activation, % (series mostly up to about 46 µM). hit rate 0.065% among 360,000; in the data active means activation above about 50%; inconclusive means mostly about 30% to 49%; further: 0% is about no effect
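Unstimulated transgenic mouse T cells; 60-min compound exposure; bead-based TCR/CD4/CD28 stimulation; 18 h culture, 37 degrees C; dual fluorescence (EGFP, DsRed) plate cytometry.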
FUS suppressor: qHTS for Suppressors of FUS Proteinopathy: Primary screen using FUS-linked yeast assay; hit rate 0.24% among 390,000; S. cerevisiae FUS-expressing, growth rescue, OD600, 24 h; AID 1347120, 2019; Potency, µM (series often up to 76.6 µM), inactives show at the top dose growth rescue (activation), most hits filed as activators;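 further: potency means the concentration at half of the fitted maximal effect; plate controls were DMSO vehicle for no effect and reference control for full effect; nearly all actives have a fitted effect of over 55% in size; some results filed as inactive show a strong effect at the top dose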
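Compound concentration series was pinned onto galactose-induced FUS-expressing yeast seeded at OD 0.005. Plates sat 24hr at 30C; absorbance at 600 nm gave growth. DMSO served as background control.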
PI5P4Ka inh: qHTS for Inhibitors of phosphatidylinositol 5-phosphate 4-kinase (PI5P4K) | PI5P4Kalpha enzyme, ADP-Glo luminescence, 60 min; hits give low values | max response, % | hit rate 1.2% among 330,000 | AID 652105, 2013; active means max response of -50% or lower; inconclusive means between -30% and -50%; inactive means -30% or higher; further: value at the top dose of about 77 µM; on the % scale 0 is the no-effect control and ±100 the full control effect
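Human PI5P4Kalpha with substrate in 0.038 M HEPES pH 7.4, 0.28 mM EGTA, 0.1% CHAPS, 5% DMSO; reaction started with 5 microM ATP (final), 60 min at room temperature. ADP formed read by ADP-Glo luminescence.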
aSyn rescue: qHTS of alpha-syn Inhibitors; Yeast expressing alpha-synuclein, growth rescue, BacTiter-Glo, 24 h; Potency, µM (highest dose often 46.1 µM), without a hit: at the top dose growth rescue (activation), actives largely listed as activators; hit rate 0.14% among 370,000; further: potency means the concentration at half of the fitted maximal effect; % of control where 0% means no effect; nearly all actives have a fitted effect of over 65% in size
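Galactose-induced alpha-syn yeast (OD600=0.02, raffinose-pregrown) + pinned cpd, 24 hr, 30 deg C; growth by BacTiter-Glo luminescence. Growth restoration scores as activation.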
EPAC1 antag: qHTS for Antagonist of cAMP-regulated guanine nucleotide exchange factor 3 (EPAC1): primary screen; Rap guanine nucleotide exchange factor 3 (Homo sapiens), O95398; EPAC1 GEF assay, Rap1b-BODIPY-GDP exchange fluorescence; Potency, µM (top dose mostly 115 µM), inactives show at the top dose activity change, negative = inhibition, most hits filed as inhibitors; hit rate 0.14% among 360,000; AID 720709, 2013;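 further: potency means the concentration at half of the fitted maximal effect; plate controls were vehicle for no effect and positive control for full effect; nearly all actives have a fitted effect of over 50% in size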
WRN helicase inh: qHTS for Inhibitors of WRN Helicase; Bifunctional 3'-5' exonuclease/ATP-dependent helicase WRN (Homo sapiens), Q14191; WRN helicase unwinding, fluorescent forked duplex, kinetic; Potency, µM (titrated, usually from 114 µM), for inactives: at the highest dose activity change, negative = inhibition, actives largely listed as inhibitors; hit rate 0.46% among 360,000; further: potency means the concentration at half of the fitted maximal effect; on the % scale 0 is the no-effect control and ±100 the full control effect; nearly all actives have a fitted effect of over 55% in size
Target sequence (Q14191 whole entry, looked up): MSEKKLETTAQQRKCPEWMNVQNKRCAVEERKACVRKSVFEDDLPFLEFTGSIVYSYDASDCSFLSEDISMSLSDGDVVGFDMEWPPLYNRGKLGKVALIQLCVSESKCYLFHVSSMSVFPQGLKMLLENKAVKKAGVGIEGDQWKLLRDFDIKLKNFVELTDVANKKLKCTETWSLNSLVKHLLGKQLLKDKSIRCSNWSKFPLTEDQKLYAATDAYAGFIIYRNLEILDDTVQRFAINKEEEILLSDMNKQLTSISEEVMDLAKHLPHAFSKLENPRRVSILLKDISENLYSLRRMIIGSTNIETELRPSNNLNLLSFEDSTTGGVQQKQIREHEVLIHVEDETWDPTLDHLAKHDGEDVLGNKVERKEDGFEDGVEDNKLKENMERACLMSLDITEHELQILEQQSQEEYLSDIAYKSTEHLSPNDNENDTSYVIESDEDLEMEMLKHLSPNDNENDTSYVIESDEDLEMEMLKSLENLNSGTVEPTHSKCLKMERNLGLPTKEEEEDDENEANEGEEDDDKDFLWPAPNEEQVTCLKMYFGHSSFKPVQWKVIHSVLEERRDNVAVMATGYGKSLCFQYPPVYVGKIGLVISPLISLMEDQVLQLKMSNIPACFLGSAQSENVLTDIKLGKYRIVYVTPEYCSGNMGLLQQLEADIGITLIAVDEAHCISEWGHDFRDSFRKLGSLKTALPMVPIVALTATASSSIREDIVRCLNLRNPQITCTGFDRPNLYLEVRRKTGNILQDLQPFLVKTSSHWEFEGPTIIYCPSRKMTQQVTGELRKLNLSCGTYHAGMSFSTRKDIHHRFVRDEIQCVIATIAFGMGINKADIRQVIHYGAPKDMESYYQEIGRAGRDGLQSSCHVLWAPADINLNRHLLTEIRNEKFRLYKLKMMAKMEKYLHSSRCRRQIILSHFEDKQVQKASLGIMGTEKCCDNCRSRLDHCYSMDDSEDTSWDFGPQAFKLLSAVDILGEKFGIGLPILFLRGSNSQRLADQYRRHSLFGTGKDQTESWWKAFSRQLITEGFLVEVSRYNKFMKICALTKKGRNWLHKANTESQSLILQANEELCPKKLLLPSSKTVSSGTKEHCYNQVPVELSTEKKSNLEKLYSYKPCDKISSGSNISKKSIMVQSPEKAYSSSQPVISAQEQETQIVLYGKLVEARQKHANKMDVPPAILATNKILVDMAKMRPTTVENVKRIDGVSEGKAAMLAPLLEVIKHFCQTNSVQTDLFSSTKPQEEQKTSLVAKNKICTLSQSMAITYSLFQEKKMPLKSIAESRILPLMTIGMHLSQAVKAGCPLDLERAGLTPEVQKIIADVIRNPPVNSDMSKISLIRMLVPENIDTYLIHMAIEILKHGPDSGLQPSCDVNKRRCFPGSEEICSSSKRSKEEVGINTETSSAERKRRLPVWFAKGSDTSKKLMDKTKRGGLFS
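Kinetic red-fluorescence monitoring (525/598 nm) tracks WRN helicase activity after 100 nM fluorophore-quencher forked duplex and 2 mM ATP are added to 20 nM enzyme pretreated 15 min at room temperature with compound.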
EPAC1 agonist: qHTS for Agonist of cAMP-regulated guanine nucleotide exchange factor 3 (EPAC1): primary screen | hit rate 0.073% among 360,000 | EPAC1 agonist qHTS, biochemical assay; response scale: 100% = response to 6.5 mM cAMP | Rap guanine nucleotide exchange factor 3 (Homo sapiens), O95398 | Potency, µM (series often up to 154 µM), inactives show at the top dose activation, actives largely listed as activators; further: potency means the concentration at half of the fitted maximal effect; nearly all actives have a fitted effect of over 60% in size
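Compounds were pinned as a concentration titration into mixtures of EPAC1 (100 nM), BODIPY-GDP-loaded Rap1B (250 nM) and GDP (50 uM). After 5 min at room temperature, fluorescence was followed for 30 min; activity was scaled to 6.5 mM cAMP.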
PLK1 PBD block: qHTS for Inhibitors of PLK1-PDB (polo-like kinase 1 - polo-box domain): Primary Screen. Serine/threonine-protein kinase PLK1 (Homo sapiens), P53350. Plk1 PBD binding of FITC phosphopeptide, fluorescence polarization. Potency, µM, inactives show max response, negative = inhibition, hits mostly inhibitors. hit rate 2.8% among 360,000; further: potency means the concentration at half of the fitted maximal effect; series mostly up to about 57 µM; on the % scale 0 is the no-effect control and ±100 the full control effect; nearly all actives have a fitted effect of over 65% in size
Abeta yeast res: qHTS for compounds that reverse cellular toxicity of Amyloid beta (A-beta) peptide in yeast: Primary Screen | AID 1347071, 2019 | hit rate 0.063% among 410,000 | yeast expressing A-beta42, growth rescue, OD600, 48 h; response scale: 0% DMSO, 100% iron-clioquinol control | Potency, µM (highest dose often 46.1 µM), without a hit: at the highest dose growth rescue, most hits filed as activators; further: potency means the concentration at half of the fitted maximal effect; nearly all actives have a fitted effect of over 55% in size
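Growth rescue measured by 600 nm absorbance after 48 h yeast culture at 30 C with compound. Values normalized between DMSO and an equimolar ferric chloride plus clioquinol control.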
Numbers without * were called inactive; ? = inconclusive; / = no result given; [ ] = dose if it differs, or a comment. Unless noted, the call rests on the fitted dose curve; in most records, active means well fitted curve in the direction sought with a large enough effect; inconclusive means small, poorly fitted or top-dose-only effect, or another doubt; inactive means no such curve, though single readings can be large; an effect the other way counts as inactive or inconclusive.

canonical_smiles | IL-2 act | FUS suppressor | PI5P4Ka inh | aSyn rescue | EPAC1 antag | WRN helicase inh | EPAC1 agonist | PLK1 PBD block | Abeta yeast res
COc1ccc(Br)cc1CN(C)CC(=O)Nc1cccc(S(N)(=O)=O)c1 | 0.3 | -8.5% | -7.0 | -6.4% | ? | 1.8%[57.1 µM] | -6.4% | -9.6% | -4.0%
C=CCn1c(CSCc2ccc(Cl)cc2Cl)nnc1SCC(=O)Nc1ccc(C(=O)O)cc1 | -0.1 | -29.7% | -73.9* | -5.3% | -2.0% | 3.7% | 3.6% | -19.9% | -6.1%
COc1cccc(CNS(=O)(=O)c2cc(Br)ccc2Br)c1 | -3.4 | 9.1% | 3.0 | ? | -12.6% | 1.1% | -4.8% | 1.2% | 4.8%
COCCN1C(=O)N(c2ccc(OC)cc2)C(=O)C1CC(=O)Nc1cccc(F)c1 (stereo not given) | 0.0 | -18.9% | -2.2 | 5.7% | -8.9% | 0.0% | 9.2% | 1.6% | 15.9%
CCCCS(=O)(=O)Nc1ccc(N2CCOCC2)c(S(=O)(=O)N2CCOCC2)c1 | -1.5 | / | -1.1 | -6.1% | 14.8% | -15.2% | 3.1% | 2.1% | -10.6%
Cc1ccc2c(=O)cc(C(=O)NC3CCS(=O)(=O)C3)oc2c1 (stereo not given) | -0.5 | 12.8% | 1.2 | -3.5% | -17.0% | 6.3% | -10.1% | -10.7% | -9.5%
O=C(COC(=O)/C=C/c1ccc([N+](=O)[O-])cc1)NC1CCCCC1 | 0.7 | -2.2% | -2.6 | -6.2% | -11.0% | -2.7% | 0.4% | -18.5% | -14.6%
COCCSc1nc(N)c(NC(=O)c2ccco2)c(=O)[nH]1 | -1.3 | / | -7.4 | 2.2% | 7.7% | -2.2% | 4.8% | -6.6% | 0.5%
C=CCNc1ncnc2c1[nH]c1ccccc12 | -0.1 | 12.1% | -1.7 | 0.5% | 4.5% | -11.3% | 9.5% | -8.4% | 7.7%
CCN(CC)CC#CCC(OC)(c1ccccc1)c1ccccc1 | -0.5 | -29.3% | -15.7 | -0.9% | -9.9% | 6.3% | -5.0% | -6.6% | -18.5%
CC(=O)Nc1nc2c(C)cc(NC(=O)C3CCCCC3)cc2s1 | -4.0 | -10.4% | -2.4 | 1.8% | -8.1% | -1.3% | -8.0% | 4.9% | -7.0%
O=C(C[n+]1ccccc1)c1ccc(-c2ccccc2)cc1 | 4.0 | 26.4% | -0.4 | 4.6% | -9.0% | 7.9% | -0.4% | -10.5% | -24.3%
O=C(O)CCCCCNC(=O)c1ccccc1 | 4.8 | 19.8% | 1.0 | -1.2% | -10.6% | 2.5% | 2.9% | -8.0% | 9.4%
c1ccc2c(Nc3ccc(N4CCOCC4)cc3)nc(N3CCOCC3)nc2c1 | -0.7 | 1.6% | 0.9 | -3.6% | -22.5% | -3.8% | 9.5% | -10.8% | -31.8%
CC1(c2ccc(Cl)cc2)NC(=O)N(CC(=O)c2ccc3c(c2)OCO3)C1=O (stereo not given) | -2.3 | / | 3.4 | -1.5% | -5.7% | ? | 2.7% | -1.9% | -4.4%
Cc1cc(NS(=O)(=O)c2ccc(NC(=O)C(C)N3C(=O)c4ccccc4C3=O)cc2)nc(C)n1 (stereo not given) | -2.4 | 12.8% | / | 2.9% | -0.9% | 0.1% | 11.8% | -5.3% | 11.1%
CCn1c(=NC(=O)CN2C(=O)CCC2=O)sc2c(C)cc(C)cc21 | -0.5 | -23.4% | -4.7 | 6.1% | 35.7%[activator] | -2.8% | -3.2% | 5.3% | 3.2%
Cc1ccc(NC(=O)c2nc[nH]c2C(=O)N2CCN(C(=O)OC(C)(C)C)CC2)cc1 | 0.2 | -1.2% | 10.6 | 2.6% | 6.1% | -0.6% | -26.3% | -6.4% | 22.3%
Cc1sc2nc(CN3CCCCC3)nc(Nc3ccc4c(c3)OCCO4)c2c1C | -2.0 | -2.6% | 2.6 | 10.8% | -2.2% | 1.8% | 11.1% | -11.5% | -13.1%
O=C1NC(c2cccc3ccccc23)Nc2ccc(Cl)cc21 (stereo not given) | -3.6 | / | 12.5 | 1.2% | -18.3% | -4.7% | 2.3% | 3.0% | -55.2%[inhibitor]
CC(c1ccc(F)cc1)n1c(Cn2ncc3ccccc3c2=O)n[nH]c1=S (stereo not given) | 0.2 | 13.2% | -7.7 | 2.4% | -9.5% | 10.6% | 6.8% | -14.0% | 12.2%
COc1cc(OC)nc(NC(=O)CSc2nc3ccccc3[nH]2)n1 | -1.2 | -9.8% | / | 5.8% | 1.3% | -10.0% | 6.9% | -8.8% | -3.1%
O=c1[nH]nc(N/N=C/c2ccccc2OC(F)F)c(=O)[nH]1 | -0.6 | 24.9% | -11.1 | -6.1% | 3.2% | 7.3% | 13.3% | -10.1% | 3.3%
C[C@H](NCCc1ccc(O)cc1)[C@H](O)c1ccc(O)cc1 | -0.2 | -31.1% | 3.4 | 2.6% | 16.0% | 1.6% | -9.9% | 3.9% | -8.4%
O=C(NCc1ccncc1)c1cccc(S(=O)(=O)N2CCc3ccccc32)c1 | -0.8 | -0.1% | -0.3 | 0.0% | 0.1% | -1.5% | 3.2% | -8.1% | 10.9%
Cc1ccc(N2Cc3ccccc3OC(C)C2=O)cc1 (stereo not given) | -1.3 | -19.5% | 2.3 | 3.9% | 2.5% | -4.1% | -2.3% | 1.7% | 4.3%
CCc1c(C(=O)NCc2cnn(C)c2)csc1C | -0.1 | 20.4% | / | -0.5% | -1.2% | -18.0% | 5.4% | -3.2% | 1.4%
O=C(c1cccc(S(=O)(=O)N2CCc3ccccc32)c1)N1CCN(c2ccccn2)CC1 | 0.6 | 3.5% | -1.0 | -3.8% | -6.0% | -2.0% | 4.1% | -0.9% | -7.7%
CCN(CC)C(=O)[C@H]1C[C@H](CC(=O)NCCC2=CCCCC2)C(=O)N2CCc3c([nH]c4cc(CCC(=O)N(C)C)ccc34)[C@]12C | 0.8 | 20.3% | -1.3 | 6.8% | -2.2% | -1.4% | -5.8% | -9.6% | 3.5%
Cc1oc2cc(O)ccc2c(=O)c1Oc1ccc(F)cc1 | -1.1 | -17.9% | -3.7 | -5.5% | -21.1% | -5.7% | 6.1% | -8.2% | 19.4%
COc1ccccc1CNCC(=O)Nc1ccc(N(C)C)cc1 | 0.5 | -13.6% | 2.1 | 2.4% | -9.7% | -3.7% | 10.3% | 26.7µM* | -19.3%
Cn1ccc(NC(=O)Nc2cccc(C(F)(F)F)c2)n1 | 0.6 | 11.2% | 4.5 | 1.9% | -20.1% | -1.9% | -2.8% | -9.8% | 6.6%
CCOC(=O)c1ccc(N2C(=O)CC(N3CCN(C(=O)c4ccco4)CC3)C2=O)cc1 (stereo not given) | 3.7 | 6.3% | 7.2 | 2.3% | -1.9% | 2.3% | 0.0% | -6.3% | 5.5%
O=C(CN(C(=O)c1ccccc1Cl)N1C(=O)C2C3C=CC(C3)C2C1=O)c1cccs1 (stereo not given) | 1.5 | 4.5% | 1.8 | 10.6% | 11.3% | -8.7% | -2.0% | 0.6% | 10.6%
CCN(CC(=O)NC1CCS(=O)(=O)C1)S(=O)(=O)c1cc(C)ccc1C (stereo not given) | 2.9 | 6.2% | -4.5 | -2.1% | 3.7% | 4.1% | 12.5% | -3.0% | 2.3%
COc1ccc(-c2ccoc2)cc1[C@H]1[C@H]2C=CC[C@@H](C)[C@@H]2C(=O)N1Cc1ccccc1 | -0.3 | 40.2% | -1.0 | 8.5% | ? | -9.4% | -15.5% | -24.7% | 1.5%
O=C(Nc1ccccn1)c1ccc(COc2ccccc2Cl)o1 | 0.8 | 25.0% | / | -9.3% | -15.0% | 0.5% | 28.3% | -8.1% | -15.4%
COc1ccc(-c2cnc3ccccc3n2)cc1NC(=O)CNC(=O)c1ccccc1 | -0.4 | 25.1% | 1.6 | -2.6% | -4.9% | -15.8% | -7.8% | -0.8% | 16.6%
O=C(c1ccco1)N1CCN(C(=O)c2cnn3cccnc23)CC1 | -2.0 | -10.5% | / | 0.6% | -3.3% | -6.2% | 12.7% | -5.3% | -7.1%
CCc1ccc(/C=N/NC(=O)c2nnn(-c3nonc3N)c2CN2CCOCC2)cc1 | 1.6 | -6.0% | 3.2 | 11.8% | -0.5% | 0.2% | -3.2% | -1.1% | /
COC(=O)C1=C(N)Oc2cc(C)n(Cc3ccncc3)c(=O)c2C1c1cccnc1 (stereo not given) | -0.5 | -14.9% | -2.8 | -17.4% | 7.2% | 0.3% | -4.2% | 0.7% | 9.3%
CC1CCN(C(=O)CN2C(=O)C(C)(C)Oc3ccc(C(=O)NC4CCCC4)cc32)CC1 | -1.6 | 15.1% | 2.9 | 1.2% | -10.0% | 4.5% | 14.2% | 0.8% | 6.1%
CC(C)c1ccc(Nc2ccc(C(=O)O)cc2[N+](=O)[O-])cc1 | 2.0 | 4.8% | -13.0 | 20.0% | ? | -0.7% | -12.5% | -6.9% | 3.3%
COC(=O)C1=C(C)N(Cc2ccccc2)C(=NCCc2c[nH]c3ccccc23)N[C@H]1c1cccc(F)c1 | -0.9 | 5.3% | 1.5 | -15.9% | -24.5% | -3.7% | -25.0% | -3.1% | 8.4%
CCOc1ccccc1CNC(=O)CCNC(=O)Cn1ccc2ccccc2c1=O | -0.7 | 32.0% | / | -3.3% | -1.2% | -10.4% | 8.3% | -6.7% | 3.4%

PLK1 PBD block: hit marks shown above
mol	IL-2 act	PI5P4Ka inh	aSyn rescue	EPAC1 antag	WRN helicase inh	EPAC1 agonist	PLK1 PBD block
COc1ccccc1CNCC(=O)Nc1ccc(N(C)C)cc1	0.5	2.1	2.4%	-9.7%	-3.7%	10.3%	26.7µM*
